Screening data: PubChem, Columbia University Molecular Screening Center
E-sel TNF inh – TNF alpha driven E-selectin expression inhibition; HUVEC TNFa-induced E-selectin immunofluorescence, high content; inhibition, % at 2 µM; 120,000 tested, 0.71% active; AID 1246;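 active = inhibition above the batch mean plus 3 SD, and confirmed as a hit on visual image review, cut at about 43% in these data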;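 note: 0% = TNF-stimulated DMSO wells and 100% = unstimulated control wells; not every result past the cut was called active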
Numbers without * were called inactive. The list is partial. The share of hits here may be higher or lower than overall.

1	CCN(CC)P(=O)(Nc1ccc(SC(F)F)cc1)c1ccc(N(C)C)cc1NC(=O)c1ccco1 (configuration not stated)
  E-sel TNF inh: -16
2	CC(C)Sc1nc2ncnc(N)c2[nH]1
  E-sel TNF inh: -12
3	CCOc1ccc(N2C(=O)CN(c3cccc4ccccc34)C2=S)cc1
  E-sel TNF inh: -30
4	O=C(c1cccc(Cl)c1)C1CCCN(Cc2ccc(N3CCNC3=O)cc2)C1 (configuration not stated)
  E-sel TNF inh: 0
5	O=C(Cc1ccccc1)NNC(=S)Nc1ccccc1
  E-sel TNF inh: 11
6	O=C(N/N=C/C(Cl)=C/c1ccccc1)c1ccncc1
  E-sel TNF inh: 12
7	Nc1nc2nccc(-c3ccco3)n2n1
  E-sel TNF inh: -11
8	Clc1cccc(NCc2cn3cccnc3n2)c1
  E-sel TNF inh: -13
9	Oc1ccc(-c2nccc(-c3ccc(Cl)cc3Cl)n2)cc1
  E-sel TNF inh: -40
10	CCCCc1nnc(NC(=O)c2nc3nccc(C)n3n2)s1
  E-sel TNF inh: -52

11	Cc1ccc(OCC(=O)N2c3ccccc3CC2C)c([N+](=O)[O-])n1 (configuration not stated)
  E-sel TNF inh: 19
12	c1ccc(CSc2ccc(-c3cccnc3)nn2)nc1
  E-sel TNF inh: -35
13	S=c1[nH]c(-c2ccccc2)cn1/N=C/c1cccc2ccccc12
  E-sel TNF inh: -21
14	CCN(C(=O)COC(=O)c1ccc(OC)c(S(=O)(=O)N2CCCc3ccccc32)c1)C1CCS(=O)(=O)C1 (configuration not stated)
  E-sel TNF inh: -7
15	Cc1cc(/C=C2/NC(=O)NC2=O)c(C)n1-c1ccncc1
  E-sel TNF inh: -9
16	CCOc1cccc2cc(-c3csc(NC(=O)CCC(=O)NCCCN4CCC(C)CC4)n3)c(=O)oc12
  E-sel TNF inh: 2
17	COC(=O)CNc1nc(Cl)nc(Nc2ccc(C)cc2)n1
  E-sel TNF inh: 41
18	C/C(=N/O)c1ccccn1
  E-sel TNF inh: 5
19	COc1ccc(-n2cc(C(=O)O)c(=O)cc2C)cc1
  E-sel TNF inh: -5
20	CCOC(=O)N1CCc2c(sc3c2c(=O)n(Cc2ccccc2)c(=O)n3CC(=O)NCCOC)C1
  E-sel TNF inh: 8

Along the list, quoted from above:
E-sel TNF inh, compounds 9–12, in order: -40, -52, 19, -35

Other structures follow.
21	COc1cc(/C=C(\C#N)C(=O)NC(C)C)cc(Cl)c1O
  E-sel TNF inh: -26
22	Cc1ccc(NC(=O)c2cccc(NC(=O)CCC(=O)O)c2)cc1C
  E-sel TNF inh: -13
23	O=C(N/N=C/c1ccc(N2CCOCC2)s1)c1ccccc1Br
  E-sel TNF inh: -56
24	CCCCCCC(=O)NNC(=O)c1c(O)c2ccccc2n(CCC)c1=O
  E-sel TNF inh: -7
25	CCCCn1c(SCC(=O)N(C)C)nnc1-c1ccncc1
  E-sel TNF inh: -47
26	Cc1cc(C)c2nc(N3CCC(C(=O)NCCCN4CC(C)CC(C)C4)CC3)sc2c1 (configuration not stated)
  E-sel TNF inh: -2
27	COc1ccc(C(=O)Nc2ccc(N3CCN(C)CC3)cc2)cc1[N+](=O)[O-]
  E-sel TNF inh: -2
28	COc1ccc(NC(=O)NCc2ccccc2F)cc1OC
  E-sel TNF inh: -5
29	O=C(CCCCCn1c(=S)[nH]c2ccc(N3CCOCC3)cc2c1=O)NCc1ccc(Cl)cc1
  E-sel TNF inh: 1
30	O=C1CN(C(=O)COC(=O)CNS(=O)(=O)/C=C/c2ccccc2)c2ccccc2N1
  E-sel TNF inh: 0

From compound 29 as far as 30, as listed above:
29	O=C(CCCCCn1c(=S)[nH]c2ccc(N3CCOCC3)cc2c1=O)NCc1ccc(Cl)cc1
  E-sel TNF inh: 1
30	O=C1CN(C(=O)COC(=O)CNS(=O)(=O)/C=C/c2ccccc2)c2ccccc2N1
  E-sel TNF inh: 0

(more compounds)
31	CCOc1ccc(NC2OC(C)C(O)C(O)C2O)c([N+](=O)[O-])c1 (configuration not stated)
  E-sel TNF inh: -2
32	CCC(=O)Nc1cccc(NC(=S)NC(=O)c2cc3ccccc3o2)c1
  E-sel TNF inh: -7
33	COc1cccc(-n2c(C)cc(/C=C3/C(=N)N4C(=NC3=O)SN=C4S(C)(=O)=O)c2C)c1
  E-sel TNF inh: 4
34	COc1ccccc1NC(=O)CSc1nnc2ccc(-c3cccnc3)nn12
  E-sel TNF inh: 82*
35	N#Cc1nnn(Cc2ccccc2)c1N
  E-sel TNF inh: -3
36	Cc1cc(C)cc(OCC(=O)N2Cc3ccccc3CC2C(=O)O)c1 (configuration not stated)
  E-sel TNF inh: -29
37	Cc1[nH]n(-c2ccccc2)c(=O)c1C=NC1CCCCC1
  E-sel TNF inh: 4
38	Cc1ccc2c(c1)NC(=O)c1cc([N+](=O)[O-])ccc1O2
  E-sel TNF inh: 5
39	CCN(CC)CCSc1nnc(Nc2ccccc2)n1-c1ccccc1
  E-sel TNF inh: -87
40	COc1ccc(C2SCCN2S(=O)(=O)c2ccccc2)cc1 (configuration not stated)
  E-sel TNF inh: 12

41	CS(=O)(=O)c1ccc2nc(NC(=O)c3ccc(Cl)nc3)sc2c1
  E-sel TNF inh: 4
42	COc1ccc(C2CC(=O)N(CCCN(C)CCc3ccc(OC)c(OC)c3)C2)cc1 (configuration not stated)
  E-sel TNF inh: 27
43	Cc1ccccc1NC(=S)N1CCC(NC(=O)c2ccco2)CC1
  E-sel TNF inh: -9
44	CCN(CC(=O)Nc1sc2c(c1C#N)CCCC2)CC(=O)NC1CCS(=O)(=O)C1 (configuration not stated)
  E-sel TNF inh: -20
45	CCOc1ccccc1NC(=O)N1CCN(S(C)(=O)=O)CC1
  E-sel TNF inh: -5
46	O=C1c2ccccc2C(=O)N1CCCCSc1nc2ccccc2c(=O)n1CCCN1CCOCC1
  E-sel TNF inh: 19
47	O=C(CCC(=O)NCCO)NCCO
  E-sel TNF inh: -9
48	COCCSc1nnc(NC(=O)c2ccc(OC)c([N+](=O)[O-])c2)s1
  E-sel TNF inh: -8
49	C#Cc1ccc(C(=O)NCc2ccc(N3CCCC3=O)cc2)cc1
  E-sel TNF inh: 32
50	COC(=O)c1ccc(-n2cnc3ccccc32)nc1
  E-sel TNF inh: -21

51	CCOC(=O)C1CCCN(c2oc(-c3ccc(F)cc3)nc2C#N)C1 (configuration not stated)
  E-sel TNF inh: -7
52	O=C(Nc1ccc2c(c1)OCCO2)c1ccccn1
  E-sel TNF inh: 11
53	O=C(NCCCN1CCOCC1)c1cccnc1SCc1ccccc1Cl
  E-sel TNF inh: 4
54	Cc1cccc(OC2CCN(Cc3c(C(=O)N4CCCC4)nc4ccccn34)CC2)c1
  E-sel TNF inh: -32
55	CCc1ccc(OCC(=O)OCC(=O)c2c(N)n(C)c(=O)n(C)c2=O)cc1
  E-sel TNF inh: 1
56	COc1ccc(C(=O)Cn2ccsc2=NC(C)=O)cc1
  E-sel TNF inh: 11
57	Cc1cc(NNC(=O)c2ccccc2)nc(NNC(=O)c2ccccc2)n1
  E-sel TNF inh: -8
58	CN(C)CCN(Cc1cc2cc3c(cc2[nH]c1=O)OCO3)C(=S)NCC1CCCO1 (configuration not stated)
  E-sel TNF inh: -1
59	O=c1[nH]n(-c2ccc([N+](=O)[O-])cc2)c(=O)c2ccccc12
  E-sel TNF inh: -5
60	O=C(CCc1nnc(Cc2cccc(C(F)(F)F)c2)o1)NC1CC1
  E-sel TNF inh: -19

61	C(=N\Nc1nc(N2CCCCCC2)nc(N2CCCCCC2)n1)/c1ccccc1
  E-sel TNF inh: -44
62	CCCCn1c(=O)c(C(=O)N/N=C/c2ccc(F)cc2)c(O)c2ccccc21
  E-sel TNF inh: -4
63	CSc1ccc(CN2CCN(Cc3ccc([N+](=O)[O-])cc3)CC2)cc1
  E-sel TNF inh: 25
64	O=C(C[n+]1ccccc1)Nc1ccccc1C(=O)O
  E-sel TNF inh: -2
65	COc1ccc(C(=O)N2CCn3c2nc2ccccc23)cc1
  E-sel TNF inh: -3
66	CC(=O)Nc1ccc(C(=O)N/N=C/c2cc(Br)cc(Br)c2O)cc1
  E-sel TNF inh: 2
67	Cn1c(SCc2cc([N+](=O)[O-])cc3c2OCOC3)nnc1-c1ccccn1
  E-sel TNF inh: 3
68	O=C(CN1CCN(c2ccc(F)cc2)CC1)NC(=O)NCc1ccco1
  E-sel TNF inh: -5
69	CC(=O)c1ccc(NC(=O)CSc2nc(C)cc(C)c2C(N)=O)cc1
  E-sel TNF inh: 1
70	CCNC(=O)CC1C(=O)N(c2ccc(C)cc2)C(=O)N1CCc1sccc1C (configuration not stated)
  E-sel TNF inh: 5

The last seven records of the part before come first, to join the parts:
64	O=C(C[n+]1ccccc1)Nc1ccccc1C(=O)O
  E-sel TNF inh: -2
65	COc1ccc(C(=O)N2CCn3c2nc2ccccc23)cc1
  E-sel TNF inh: -3
66	CC(=O)Nc1ccc(C(=O)N/N=C/c2cc(Br)cc(Br)c2O)cc1
  E-sel TNF inh: 2
67	Cn1c(SCc2cc([N+](=O)[O-])cc3c2OCOC3)nnc1-c1ccccn1
  E-sel TNF inh: 3
68	O=C(CN1CCN(c2ccc(F)cc2)CC1)NC(=O)NCc1ccco1
  E-sel TNF inh: -5
69	CC(=O)c1ccc(NC(=O)CSc2nc(C)cc(C)c2C(N)=O)cc1
  E-sel TNF inh: 1
70	CCNC(=O)CC1C(=O)N(c2ccc(C)cc2)C(=O)N1CCc1sccc1C (configuration not stated)
  E-sel TNF inh: 5
71	S=C(NCCCN1CCOCC1)Nc1ccc(N2CCOCC2)cc1
  E-sel TNF inh: -1
72	COC(=O)c1nnn(-c2nc(N(C)C)nc(N(C)C)n2)c1C
  E-sel TNF inh: 4
73	COCCNC(=S)Nc1cc(OC)c(NC(=O)c2ccco2)cc1OC
  E-sel TNF inh: -6
74	Oc1c(C=Nc2ccccc2)sc(=S)n1Cc1ccccc1
  E-sel TNF inh: -23
75	COc1cc(OC)cc(C(=O)N[C@@H](CCSC)c2nc3ccccc3[nH]2)c1
  E-sel TNF inh: -17
76	c1ccc2c(NC3C4CC5CC(C4)CC3C5)nc(N3CCOCC3)nc2c1 (configuration not stated)
  E-sel TNF inh: -7
77	CN1CCN(c2nc(-c3ccc(Cl)s3)cs2)CC1
  E-sel TNF inh: 9
78	CC(=O)Nc1cccc(NC(=S)Nc2cccc(Cl)c2Cl)c1
  E-sel TNF inh: 6
79	NS(=O)(=O)c1ccc(CCNC(=O)CSc2nc3ccccc3c3nc(CCN4CCCCC4)nn23)cc1
  E-sel TNF inh: -3
80	Oc1ccccc1N=Nc1ccccc1O
  E-sel TNF inh: 21

81	CN(C)c1cccc(C(=O)NCc2ccc(Cl)cc2)c1
  E-sel TNF inh: -11
82	Cc1ccc(-c2nc(N)sc2-c2ccc(C)cc2)cc1
  E-sel TNF inh: 2
83	COC(=O)c1c(NC(=O)Cc2ccccc2)sc2c1C(C(=O)OC)CC2 (configuration not stated)
  E-sel TNF inh: -17
84	O=C(OCC(=O)N1CCc2ccccc21)c1ccc[nH]c1=O
  E-sel TNF inh: 7
85	COc1ccc(Cl)c2c1[nH]c1nc(SCc3cccnc3)nnc12
  E-sel TNF inh: -28
86	COc1ccccc1NC(=O)Cc1noc(CSc2nnc(C)n2C)n1
  E-sel TNF inh: 2
87	CC(C)(C)S(=O)(=O)/C(C#N)=N/Nc1ccc(S(C)(=O)=O)cc1
  E-sel TNF inh: 10
88	CC(C)OC(=O)/C(=C\c1ccccc1)NC(=O)c1ccccc1
  E-sel TNF inh: -3
89	CCN(CC)c1ccc2cc(C#N)c(=O)oc2c1
  E-sel TNF inh: 7
90	Cc1cccn2c(=O)c(/C=N/O)c(N3CCOCC3)nc12
  E-sel TNF inh: 5

91	CCCc1cc(=O)[nH]c(SCC(=O)Nc2ccc(Br)cc2Br)n1
  E-sel TNF inh: -11
92	COc1cccc(C2CCCCN2Cc2nc(-c3ccc(C)o3)oc2C)c1 (configuration not stated)
  E-sel TNF inh: 8
93	CC1(C)Cc2nc3sc(C(=O)O)c(N)c3cc2CS1
  E-sel TNF inh: 10
94	Cc1ccc(N(CC(=O)O)S(C)(=O)=O)cc1
  E-sel TNF inh: 26
95	O=C(N/N=C/c1ccc([N+](=O)[O-])o1)C1CC1
  E-sel TNF inh: -7
96	CCC1C(=O)NCCN1C(=O)c1ccccc1OC1CCN(S(C)(=O)=O)CC1 (configuration not stated)
  E-sel TNF inh: -8
97	COc1cc(C(=O)NCc2ccc(-n3cccc3)cc2)cc(OC)c1OC
  E-sel TNF inh: -3
98	Clc1cccc(Nc2nc(-c3ccncc3)cs2)c1
  E-sel TNF inh: 5
99	COc1ccc(N2C(=O)NC3CC2(C)Oc2ccccc23)cc1 (configuration not stated)
  E-sel TNF inh: 8
100	COc1cc(C(=S)N2CCCC2)ccc1OS(=O)(=O)c1ccc(NC(C)=O)cc1
  E-sel TNF inh: 5

101	COCCNC(=O)/C(C#N)=C/c1ccc(OCc2ccccc2)cc1
  E-sel TNF inh: 5
102	O=C(COC(=O)C(c1ccccc1)c1ccccc1)NCc1ccco1
  E-sel TNF inh: -27
103	C/C=C/c1ccc(OCCCCN2CCN(CC)CC2)c(OC)c1
  E-sel TNF inh: 0
104	COc1cccc(CN(C)CC(=O)Nc2cccc(C(F)(F)F)c2)c1OC
  E-sel TNF inh: -22
105	CCNc1nc(NCC)nc(N/N=C/c2ccc(N(C)C)cc2)n1
  E-sel TNF inh: -30
106	O=C(O)c1ccc(C(=O)c2ccc3c(c2)C(=O)N(CC2CCCO2)C3=O)cc1 (configuration not stated)
  E-sel TNF inh: -2
107	COC(=O)c1ccccc1Oc1ccc(NC(=O)CCCl)cc1
  E-sel TNF inh: 3
108	Cc1ccccc1N1CCN(Cc2nc(Cc3ccccc3)no2)CC1
  E-sel TNF inh: 5
109	Fc1ccc(NC(=S)NCCN2CCOCC2)cc1
  E-sel TNF inh: -13
110	O=C(COc1ccc(F)cc1Br)N1CCN(S(=O)(=O)/C=C/c2ccccc2)CC1
  E-sel TNF inh: -10
111	NC(=O)c1cc2ccccc2o/c1=N/NC(=O)c1cccs1
  E-sel TNF inh: 44
112	CC(=O)c1cccc(CN2CCN(Cc3ccccc3)C(CCO)C2)c1 (configuration not stated)
  E-sel TNF inh: -2
113	CC(NC(N)=O)C(=O)OCC(=O)c1ccc(-c2ccccc2)cc1 (configuration not stated)
  E-sel TNF inh: -8
